Bioassay records (PubChem)
UPR XBP1 act – activators of adaptive arm of unfolded protein response (XBP1). activation, % at 20 µM. AID 463104. CHO-XBP1 luciferase reporter, IRE1-XBP1 UPR activation, luminescence; percent of tunicamycin response, DMSO as zero. 330,000 tested, 0.33% active;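 active = versus positive control, 20 µM dose yields 30% or more activation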;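 note: 100% = tunicamycin at 10 µg/mL and 0% = DMSO only wells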
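Material – CHO cell line with stable XBP1 luciferase reporter · Buffer or medium – F12 plus 10% FBS · Compound – single point, 20 µM final compound, 1% DMSO · Schedule – 16-18 h cell attachment at 37 °C, then 6 h compound exposure · Signal – Steady-Glo luminescence read · Benchmarks – high control tunicamycin 10 µg/mL final, low control DMSO vehicle only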
tim23-1 inh – tim23-1 yeast growth inhibition. AID 463212. inhibition, % at 20 µM. S. cerevisiae tim23-1 growth, BacTiter-Glo luminescence, 24 h. 330,000 tested, 1.3% active;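 active = growth inhibition of the mutant yeast at or above 50%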;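 note: temperature-sensitive mutant grown at 25 °C; plate controls were DMSO-treated mutant yeast for no effect and medium wells lacking yeast for full effect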
tim10-1 inh – inhibits growth of tim10-1 mutant yeast. 330,000 tested, 2.2% active. S. cerevisiae tim10-1 ts strain growth, BacTiter-Glo, 24 h. inhibition, % at 20 µM;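 active = inhibition of at least 40%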;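 note: mutant grown at 25 °C; 0% = DMSO wells with yeast and 100% = wells holding no yeast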
CXCR6 inh – CXCR6 (human) receptor inhibition. CHO-K1 PathHunter CXCR6 beta-arrestin, luminescence. inhibition, % at 20 µM. O00574. 360,000 tested, 0.36% active; in the data active = inhibition above about 34%, passing the limit was not always enough;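 note: antagonist mode with CXCL16 agonist at 10 nM final; 0% = 10 nM CXCL16 with DMSO and 100% = unstimulated wells without agonist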
Target sequence (O00574 whole entry, looked up): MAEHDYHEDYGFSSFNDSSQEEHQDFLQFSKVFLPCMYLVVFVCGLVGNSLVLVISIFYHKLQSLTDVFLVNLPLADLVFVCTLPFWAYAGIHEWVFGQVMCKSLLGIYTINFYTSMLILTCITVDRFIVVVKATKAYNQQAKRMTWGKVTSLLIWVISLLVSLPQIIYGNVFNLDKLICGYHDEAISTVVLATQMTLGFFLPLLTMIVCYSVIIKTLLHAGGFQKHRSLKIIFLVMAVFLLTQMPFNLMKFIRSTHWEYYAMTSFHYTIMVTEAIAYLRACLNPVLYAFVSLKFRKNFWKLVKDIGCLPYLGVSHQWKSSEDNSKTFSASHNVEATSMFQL
Mdm2-MdmX inh – inhibitors of human Mdm2/MdmX interaction | O15151+Q00987 | SaOS-2 split-luciferase Mdm2/MdmX complementation, luminescence | inhibition, % at 8 µM | 330,000 tested, 3% active | AID 485346;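 active = inhibition of at least 50% at 8 µM in the primary screen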
TIM10 inh – TIM10 yeast growth inhibition; inhibition, % at 10 µM; 330,000 tested, 1.4% active; AID 463195; S. cerevisiae TIM10 strain growth, BacTiter-Glo luminescence, 24 h;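 active = inhibition of 40% or more at the single tested concentration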;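 note: wild-type TIM10 isogenic control strain grown at permissive 25 °C; 0% = DMSO yeast wells and 100% = minimal medium wells without yeast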
APJ agonist – APJ receptor agonism; P35414; activation, % at 20 µM; 330,000 tested, 0.11% active; CHO-K1 APJ PathHunter beta-arrestin, luminescence; 0% DMSO wells, 100% apelin;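 active = activation more than six SD over the plate average, tested at 20 µM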;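 note: 0% = DMSO alone and 100% = apelin-13 at 10 nM; some results filed as inactive read as strong as hits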
Target sequence (P35414 whole entry, looked up): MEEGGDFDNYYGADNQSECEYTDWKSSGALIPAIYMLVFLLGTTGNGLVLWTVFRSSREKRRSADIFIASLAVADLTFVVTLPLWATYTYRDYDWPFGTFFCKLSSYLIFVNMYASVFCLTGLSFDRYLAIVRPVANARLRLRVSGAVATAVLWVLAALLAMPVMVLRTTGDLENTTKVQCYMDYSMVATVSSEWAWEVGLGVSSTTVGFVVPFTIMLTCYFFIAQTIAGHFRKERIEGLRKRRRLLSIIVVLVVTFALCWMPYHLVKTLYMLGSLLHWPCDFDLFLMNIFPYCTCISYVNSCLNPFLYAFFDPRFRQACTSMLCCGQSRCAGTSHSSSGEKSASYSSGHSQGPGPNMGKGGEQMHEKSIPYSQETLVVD
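Assay system: CHO-K1 cells stably expressing ProLink-tagged human APJ and arrestin–beta-gal acceptor. Compound dosing: 20 µM single point, 1% DMSO. Times: 16-18 h seeding, 90 min dark compound exposure, 60 min detection. Detection: beta-gal luminescence. Evaluation: APJ–arrestin association signal. Controls: negative DMSO alone, positive Apelin-13 at 10 nM.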
APJ antag – APJ receptor antagonism | 330,000 tested, 0.32% active | inhibition, % at 20 µM | P35414 | CHO-K1 APJ beta-arrestin complementation, luminescence;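 active = inhibition above about 40% at 20 µM, limit read from the data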;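 note: cells challenged with 10 nM apelin-13 agonist together with compound; plate controls were apelin-13 plus DMSO wells for no effect and DMSO wells lacking apelin-13 for full effect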
CHOP UPR activ – activators of apoptotic arm of unfolded protein response (CHOP); CHO-CHOP luciferase reporter, UPR activation, luminescence; percent of tunicamycin response over DMSO baseline; activation, % at 10 µM; 330,000 tested, 0.34% active; AID 449763;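 active = at 10 µM dose, activation of 40% or more, normalized to positive control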;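 note: 100% = tunicamycin at 10 µg/mL and 0% = DMSO alone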
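Test system: CHO CHOP reporter cells. Input: 500 CHO-CHOP cells per well. Medium: F12 with 10% FBS. Technique: luciferase luminescence. Measure: percent activation relative to tunicamycin control. Dosing: 10 µM compound, 0.5% DMSO. Timing: 16-18 h cell attachment, then 6 h compound exposure, 37 °C.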
Active calls of the source: *; · = not tested or not shown.

SMILES	UPR XBP1 act	tim23-1 inh	tim10-1 inh	CXCR6 inh	Mdm2-MdmX inh	TIM10 inh	APJ agonist	APJ antag	CHOP UPR activ
COC(=O)CC1C(=O)NCCN1C(=S)Nc1cccc(C(F)(F)F)c1 (configuration not stated)	-0.1	-2.2	-8.0	-1.4	-6.0	2.6	-2.4	1.0	-1.0
O=C(CN1C(=O)NC2(CCCC2)C1=O)OCc1cccc(Br)c1	0.4	12.2	14.5	-3.2	17.2	4.4	3.6	7.2	0.2
C=C1CCN([C@@H](C)C(=O)NCCCCCC)S(=O)(=O)c2ccccc21	1.0	24.4	7.1	-1.4	0.3	-1.3	3.4	0.5	-0.6
COC(=O)c1sc(NC(=O)c2c(OC)cccc2OC)c(C#N)c1C	2.2	-3.9	3.5	-0.7	20.6	7.6	-0.5	10.1	2.4
O=C(CSc1nnc(CNC(=O)c2ccccc2)o1)NCCc1ccccc1	-2.2	-12.8	-20.3	2.0	7.7	-7.0	-6.2	13.8	-0.6
COc1ccc(/C=C2\N=C(c3ccccc3)NNC2=O)cc1	-3.7	18.7	6.0	0.6	-13.5	15.9	-4.2	-0.7	-0.1
O=C(O)CCNC(=O)c1ccc(Br)o1	-0.2	7.2	-1.1	-1.2	-14.7	4.9	1.0	3.0	-2.7
Cc1ccsc1C(=O)Nc1ccc(F)c([N+](=O)[O-])c1	3.0	35.2	-16.1	0.0	-31.8	11.5	1.4	14.5	4.4
O=C(NCCN1CCOCC1)c1cc(S(=O)(=O)Nc2ccccc2F)c(Cl)cc1Cl	-1.9	-9.3	-15.8	-2.3	1.1	-16.4	-2.6	-4.5	-1.0
O=C(Cc1ccccc1)NCC(=O)N1CCN(Cc2cccc(Cl)c2)CC1	0.3	-6.3	-9.5	-7.5	6.4	2.7	-3.2	-0.8	0.3
COC(=O)c1sc(NC(=O)COc2ccccc2)nc1C	9.9	14.9	15.3	3.8	-59.6	9.9	-3.6	5.4	0.5
CC(C)(C)c1ccccc1NC(=O)Cn1c(=O)cnc2ccccc21	3.1	16.5	17.2	-7.0	1.2	17.7	-1.6	9.5	-0.7
O=C(Nn1c(C2CCCCC2)nc2ccccc2c1=O)c1ccc(Cl)c([N+](=O)[O-])c1	0.3	27.7	35.6	-1.3	-5.3	13.5	1.0	3.9	-2.2
CN(Cc1ccccc1)C(=O)c1cc(-c2ccc(Br)cc2)on1	0.3	10.6	20.8	-1.7	-11.3	15.9	-1.5	3.0	2.8
COc1ccccc1NC(=O)CSc1nnc(-c2ccco2)o1	-0.7	2.3	-10.1	-5.3	20.2	-4.2	-1.6	18.2	-2.1
O=C(COc1ccccc1Br)c1ccc(O)cc1O	3.8	65.7*	49.7*	0.1	0.7	32.1	-3.2	11.8	7.0
N/C(Cc1cccc2ccccc12)=N\O	-1.8	25.8	13.9	-10.4	-11.4	25.5	5.5	-17.4	-1.5
S=C(NCCc1ccc(Cl)cc1)Nc1ccc(Cl)cc1Cl	-2.2	60.0*	50.3*	-3.9	-8.5	47.8*	0.0	-33.4	-0.4
CCCCCCCCCCOC(=O)Cn1c(COc2cccc(C)c2)[n+](C)c2ccccc21	34.3*	6.9	28.4	-4.6	85.8*	51.0*	-4.3	10.8	5.3
C=CCc1cccc2cc(C(=O)Nc3ccc(NC(C)=O)cc3)c(=O)oc12	-1.5	6.2	-3.2	-0.9	18.8	-4.9	-0.9	11.3	1.1
CCOc1ccccc1-n1c(SC(C)C(=O)NCC2CCCO2)nc2ccccc2c1=O (configuration not stated)	-2.2	5.6	16.9	0.2	7.2	3.4	-3.5	20.7	-0.1
O=C(COC(=O)Cc1c(Cl)cccc1Cl)Nc1ccc2[nH]c(=O)[nH]c2c1	0.1	-18.5	-35.7	-0.4	20.1	-34.4	1.9	7.5	-1.0
CCOC(=O)C/C(N)=N/NC(=O)c1ccc(Cl)cc1Cl	-0.1	-0.3	-0.2	-3.6	-3.6	9.9	-1.7	1.3	1.8
C#CCOCCOCCOCCNc1nc(N2CCN(C(=O)[C@H](CCC(=O)O)n3cc(C(N)CO)nn3)CC2)nc(N2CCN(C(=O)[C@H](Cc3cc4ccccc4[nH]3)n3cc(C(N)[C@H](C)CC)nn3)CC2)n1 (some centres not stated)	-2.3	12.6	3.9	-2.7	-9.5	-5.7	2.8	25.4	-1.1
Cc1occc1C(=O)N/N=C/c1ccccn1	-2.2	1.1	-10.1	6.3	6.5	-1.9	-2.3	9.4	1.2
CC(=O)c1cc(F)c(N2CCN(C(=O)Cc3ccccc3)CC2)cc1C	-5.0	15.2	15.1	0.4	10.3	2.5	2.3	-18.2	-0.8
COc1cccc(CN(C)CC(=O)Nc2c(C)cccc2C(C)C)c1	-3.6	37.9	20.9	-0.8	21.2	8.2	-4.2	14.5	0.2
O=[N+]([O-])c1cc([N+](=O)[O-])c(Oc2ccc(F)cc2F)cc1NN1CCCCC1	2.8	5.8	0.0	2.6	7.7	5.3	-1.6	14.0	-0.7
CC1=C(C(=O)OC(C)C)C(c2cccnc2)C2=C(CC(C)(C)CC2=O)N1 (configuration not stated)	-4.5	-5.8	-17.9	-2.1	9.2	-7.3	1.9	-8.9	-1.6
CC[C@]12c3[nH]c4ccccc4c3CCN1C(=O)C(CC(=O)NCc1ccco1)C[C@@H]2C(=O)N1CCN(C(=O)C2CC2)CC1 (some centres not stated)	3.3	6.7	4.9	-2.9	-6.8	14.6	0.5	8.8	1.2
Cc1ccc2cc(C(c3nnnn3C3CCCC3)N3CCOCC3)c(=O)[nH]c2c1C (configuration not stated)	-0.7	10.7	7.4	2.6	-4.4	0.2	-3.1	3.9	-2.2
CCCn1c(=S)[nH]c2sc3c(c2c1=O)CCCC3	5.7	0.0	-17.2	-2.0	-5.2	10.7	0.4	-0.4	-0.2
COc1ccc(CN2CCN(C(=O)CC(C)C)CC2)c(OC)c1OC	-0.7	-4.1	1.9	0.9	-5.1	-6.6	-3.2	4.1	-5.6
CC(C)(C)c1ccc(OCCNC(=S)NC(=O)c2cccnc2)cc1	-0.7	40.0	20.8	0.2	-3.8	19.6	-2.2	-9.2	0.4
Cn1nc(C(=O)OCC(=O)Nc2ccc(F)cc2Cl)c2ccccc2c1=O	-1.2	-0.3	-2.4	-0.3	11.3	-14.5	1.1	8.5	-0.4
CC1CN(C(=O)CCC(=O)N2CCN(c3cccc(C(F)(F)F)c3)CC2)c2ccccc2O1 (configuration not stated)	-3.8	31.9	6.2	-13.4	25.3	21.0	1.5	11.0	-0.9
CCOC(=O)CN(C(=O)CN1CCOCC1)c1ccc(Br)cc1	-0.8	14.0	12.4	-4.3	7.2	6.1	-2.4	-0.1	-1.3
Cc1cc2oc(=O)cc(-c3ccccc3)c2c(C)c1-c1ccc(O)cc1	-2.4	60.6*	21.0	16.4	3.7	2.1	·	·	4.9
CC(C)(C)N(Cc1ccccc1)C(=O)COC(=O)CCN1C(=O)C2CC=CCC2C1=O (configuration not stated)	1.2	26.4	22.3	4.0	0.0	22.9	5.8	-4.6	1.4
CC1CCc2nc(NC(=O)C3CCCO3)sc2C1 (configuration not stated)	-3.2	22.4	13.0	-5.5	-35.4	9.0	0.9	15.5	-3.2

By substructure, those above containing a COOH group
SMILES	UPR XBP1 act	tim23-1 inh	tim10-1 inh	CXCR6 inh	Mdm2-MdmX inh	TIM10 inh	APJ agonist	APJ antag	CHOP UPR activ
O=C(O)CCNC(=O)c1ccc(Br)o1	-0.2	7.2	-1.1	-1.2	-14.7	4.9	1.0	3.0	-2.7
C#CCOCCOCCOCCNc1nc(N2CCN(C(=O)[C@H](CCC(=O)O)n3cc(C(N)CO)nn3)CC2)nc(N2CCN(C(=O)[C@H](Cc3cc4ccccc4[nH]3)n3cc(C(N)[C@H](C)CC)nn3)CC2)n1 (some centres not stated)	-2.3	12.6	3.9	-2.7	-9.5	-5.7	2.8	25.4	-1.1

More records:
SMILES	UPR XBP1 act	tim23-1 inh	tim10-1 inh	CXCR6 inh	Mdm2-MdmX inh	TIM10 inh	APJ agonist	APJ antag	CHOP UPR activ
Cc1c(NC(=O)c2ccc(S(=O)(=O)N3CC(C)OC(C)C3)cc2)c(=O)n(-c2ccccc2)n1C (configuration not stated)	-0.2	12.1	3.3	-9.3	-6.6	-12.0	-3.4	3.0	-2.0
Cc1nnc(N2CCOCC2)c2nn(-c3ccccc3)c(C)c12	-0.9	3.7	4.4	1.5	9.9	-2.2	-0.9	4.7	0.7
O=C(COC(=O)c1ccc(O)cc1O)Nc1ccc(Cl)cn1	-3.3	-23.0	-37.6	5.4	2.6	-43.6	1.2	-9.1	1.9
Cc1ccccc1C(=O)N1CCC(C(=O)N(CC(C)C)c2c(N)n(Cc3ccccc3)c(=O)[nH]c2=O)CC1	-0.3	6.9	3.6	6.3	0.9	3.3	-2.0	12.5	1.9
Cc1cccc(CC2SC(N3CCN(c4ccccc4)CC3)=NC2=O)c1 (configuration not stated)	1.0	32.1	32.7	4.7	-19.5	-6.7	-1.1	-4.5	-0.4
CN(C)S(=O)(=O)c1ccc(NC(=O)Cc2ccc(S(=O)(=O)N3CCOCC3)s2)cc1	-1.0	13.6	17.6	-12.4	-10.3	10.0	1.8	-38.1	0.7
Cc1ccc(OCC(=O)NCCO)cc1C	-2.2	-6.8	-12.0	-2.9	7.6	-4.8	-4.4	10.1	-0.3
CCCSCCCNC(=O)c1ccc(NC(=O)C2=CSCCO2)cc1	1.6	27.6	35.5	9.7	-6.6	10.7	-1.9	-11.1	1.5
O=C(C1CCN(Cc2ccc(F)cc2)CC1)N1CCN(C/C=C/c2ccccc2)CC1	2.5	5.6	14.7	-0.2	33.3	1.4	-2.9	-5.1	-0.7
Cc1cccc(NC(=O)COC(=O)c2ccc3c(c2)OCO3)c1C	-0.4	-0.1	-31.1	7.0	-7.1	-9.7	0.1	7.6	0.8
CCOc1cc(N2CCOCC2)c(OCC)cc1NC(=O)COC(=O)c1ccc(Cl)nc1	-2.1	4.8	-0.1	2.7	20.8	-9.5	-3.9	4.3	1.6
CC1(C)Oc2ccc3ccc(=O)oc3c2/C(=C/O)C1=O	-1.4	-5.3	-15.4	7.9	-4.3	-6.1	2.6	-7.2	0.2
O=C(CSc1ccc(Cl)cc1)Nn1cnnc1	4.3	16.7	11.2	-0.3	-20.4	-2.6	6.0	20.2	-1.2
COc1ccccc1CNC(=O)c1cnc2sccn2c1=O	0.0	16.6	3.9	2.2	-23.7	-4.4	-1.9	-16.4	1.3
O=C(Nc1ccccc1Cl)c1cccc(NC(=O)c2cccs2)c1	0.8	59.3*	16.6	-2.7	36.7	13.9	4.9	10.5	2.2
COC(=O)c1c(NC(=O)c2ccnn2C)sc(C)c1C	-1.0	1.5	-2.8	-3.5	29.9	2.5	1.9	-0.8	-1.2
COc1nnc(-c2ccc(C)c(S(=O)(=O)NC(C)C)c2)c2ccccc12	1.3	20.4	6.8	-5.8	14.4	5.4	-1.0	11.3	0.7
Cc1cc(C)n2nc(SCn3nnc4ccccc4c3=O)nc2n1	0.6	11.9	-4.6	4.5	-42.8	-5.3	2.5	12.6	-1.6
COc1ccccc1CN1CC(C(=O)NCCc2ccccc2Cl)CCC1=O (configuration not stated)	2.0	8.9	16.9	8.9	-29.6	-10.3	-2.2	15.1	5.9

Some of the compounds tested; rates above refer to the full screens.
